PREPL inhibitor: human PREPL enzyme inhibition | 320,000 compounds, 0.68% hits | Q4J6C6 | recombinant PREPL, fluorescence polarization activity-based probe | inhibition, % at 5.96 µM; in the data active = inhibition above about 43%;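 also: 0% = enzyme with DMSO and 100% = wells lacking enzyme; many of its hits are not listed in these tables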
Target sequence (Q4J6C6 whole entry, looked up): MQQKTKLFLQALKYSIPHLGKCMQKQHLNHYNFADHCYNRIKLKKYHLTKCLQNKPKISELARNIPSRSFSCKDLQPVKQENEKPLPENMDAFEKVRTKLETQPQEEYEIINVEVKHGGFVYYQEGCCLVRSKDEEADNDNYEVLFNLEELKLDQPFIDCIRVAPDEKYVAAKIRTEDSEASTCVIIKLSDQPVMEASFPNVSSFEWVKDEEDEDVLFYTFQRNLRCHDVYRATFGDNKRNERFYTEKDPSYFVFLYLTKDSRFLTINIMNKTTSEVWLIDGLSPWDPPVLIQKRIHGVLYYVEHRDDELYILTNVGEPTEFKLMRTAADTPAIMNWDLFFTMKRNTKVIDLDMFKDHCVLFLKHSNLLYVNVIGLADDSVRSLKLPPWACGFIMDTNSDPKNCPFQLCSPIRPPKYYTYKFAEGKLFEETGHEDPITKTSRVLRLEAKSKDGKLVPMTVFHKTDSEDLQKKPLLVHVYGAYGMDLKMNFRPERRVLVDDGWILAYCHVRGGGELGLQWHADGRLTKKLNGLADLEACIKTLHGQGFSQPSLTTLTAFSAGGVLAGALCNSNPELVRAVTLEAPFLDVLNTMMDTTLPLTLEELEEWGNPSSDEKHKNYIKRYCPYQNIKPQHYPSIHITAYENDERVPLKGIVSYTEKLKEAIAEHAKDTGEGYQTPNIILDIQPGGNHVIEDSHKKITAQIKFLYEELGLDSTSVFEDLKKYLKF
Efflux pump inh: antifungal efflux pump inhibition, Nile Red retention; inhibition, % at 10 µM; S. cerevisiae Candida pump triplex; 330,000 compounds, 0.44% hits;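 active = plate passing quality check with inhibition over a set limit, or well fluorescence over plate mean plus 4 SD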;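 also: Nile Red retained in pooled yeast measured as flow cytometry median fluorescence; 0% = buffer negative control and 100% = Enniatin B positive control; higher means more Nile Red kept so more efflux inhibition; some compounds called inactive have numbers as strong as hits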
An asterisk follows results filed as active. Not all compounds are listed, so the mix of outcomes need not match the whole.

How did O=C(COc1ccccc1)NCCc1cnc[nH]1 do in these assays?
Efflux pump inh: -0.1

How did CCOP(=O)(OCC)Oc1cc(C)c(N(C)C)c(C)c1 do in these assays?
Efflux pump inh: 0.1

How did Cc1ccc(Cn2ccccc2=N)cc1 do in these assays?
Efflux pump inh: -0.1

Results for CCOC(=O)C1(c2ccccc2)Oc2ccccc2C(c2ccc(OC)cc2)=C1C(=O)OC (stereo unspecified) ?
Efflux pump inh: 0.1

How did Cc1c(OC(=O)N(C)C)ccc2c1O/C(=C\c1ccco1)C2=O do in these assays?
Efflux pump inh: 0.4

What do the screens show for `Clc1ccccc1N1CCN(Cc2ccc3c(c2)OCO3)CC1`?
Efflux pump inh: -0.1

How did CCOC(=O)C1=C(C)c2ccccc2OC1(C(=O)OCC)c1ccccc1 (stereo unspecified) do in these assays?
Efflux pump inh: 0.5

Results for COc1ccc(CN2CC=C(c3ccc(F)cc3)CC2)cc1Br ?
Efflux pump inh: -0.1

How did CCN(CC)C(=O)c1ccc(N(Cc2ccccc2)S(C)(=O)=O)cc1 do in these assays?
Efflux pump inh: 0.0

What do the screens show for `Cc1cccc(CCNCc2cc3cccc(C)c3[nH]c2=O)c1`?
Efflux pump inh: -0.1

Results for Oc1ccc(C[C@H]2NCCc3cc(O)c(O)cc32)cc1O ?
Efflux pump inh: 0.0

Results for COc1ccc(Cc2c(O)[nH]c(=S)[nH]c2=O)cc1 ?
Efflux pump inh: 0.0

What do the screens show for `CCOP(=O)(OCC)/C(C#N)=C/c1ccoc1`?
Efflux pump inh: -0.3

How did C=CCN1C(=O)NC(=O)/C(=C/c2ccc(OCC(=O)Nc3ccc(C)cc3)cc2)C1=O do in these assays?
Efflux pump inh: 0.1

How did Cc1[nH]c2ccc(OC(F)(F)F)cc2c1CCNCc1ccc(Cl)cc1 do in these assays?
Efflux pump inh: -0.3

What do the screens show for `CO[C@@H]1C=CC23c4cc5c(cc4CO[C@]2(O)CN(C)[C@H]3C1)OCO5` (stereo partly specified)?
PREPL inhibitor: 11; Efflux pump inh: 0.2

Results for C[C@]12CC[C@H](O)C[C@H]1CC[C@@H]1[C@@H]2CC[C@]2(C)C(=O)CC[C@@H]12 ?
PREPL inhibitor: 0; Efflux pump inh: 0.0

What do the screens show for `Cc1ncc2n1-c1ccc(Cl)cc1C(c1ccccc1F)=NC2`?
PREPL inhibitor: -93; Efflux pump inh: 0.3

Results for C[C@]12CCC3C(CC[C@H]4C[C@@H](O)CC[C@]34C)C1C[C@@H](N)[C@@H]2O (stereo partly specified) ?
PREPL inhibitor: 2; Efflux pump inh: -0.1

What do the screens show for `O=C1CN=C(c2ccccc2)c2cc([N+](=O)[O-])ccc2N1`?
PREPL inhibitor: -1; Efflux pump inh: 0.0

What do the screens show for `C[C@]12CC[C@H]3[C@@H](CCC4=CC(=O)CC[C@@H]43)[C@@H]1CC[C@@H]2O`?
PREPL inhibitor: -3; Efflux pump inh: -0.2

What do the screens show for `COc1cc2c(cc1OC)C1[C@H]3C(=CC[C@H]1OC2O)CCN3C` (stereo partly specified)?
PREPL inhibitor: 17; Efflux pump inh: 0.0

How did C[C@]12CC[C@H](O)CC1=CCC1C2CC[C@@]2(C)C1C[C@@H]1CC(=O)O[C@@H]12 (stereo partly specified) do in these assays?
PREPL inhibitor: -6; Efflux pump inh: 0.0

How did C[C@]1(O)CCC2C3CC[C@H]4C[C@@H](OC(=O)CNC(=O)CN)CC[C@]4(C)C3CC[C@@]21C (stereo partly specified) do in these assays?
PREPL inhibitor: 8; Efflux pump inh: 0.0

What do the screens show for `COc1ccc2c3c1OC1C(=O)CC[C@@]4(O)[C@@H](C2)N(CC2CC2)CC[C@]314` (stereo partly specified)?
PREPL inhibitor: 1; Efflux pump inh: 0.1

What do the screens show for `COC(=O)C1=C(c2ccc(F)cc2OCc2ccccc2)C[C@@H]2CC[C@H]1N2C(=O)NCc1ccc(C(F)(F)F)cc1`?
PREPL inhibitor: 5; Efflux pump inh: 0.3

How did CC(C)[C@H]1CC2C3CC=C4C[C@@H](O)CC[C@]4(C)C3CC[C@]2(C)[C@H]1O (stereo partly specified) do in these assays?
PREPL inhibitor: 15; Efflux pump inh: -0.1

Results for C/C=C1\NC(=O)[C@@H](NC(=O)[C@H](CCc2ccc(O)cc2)NC(=O)[C@H](C)NC(=O)[C@H](O)CO)[C@@H](C)OC(=O)[C@H](C(C)C)NC(=O)[C@H](Cc2ccc(O)cc2)N(C)C(=O)[C@H](Cc2ccccc2)N2C(=O)C(CC[C@H]2O)NC1=O (stereo partly specified) ?
PREPL inhibitor: 4; Efflux pump inh: 1.0

What do the screens show for `C[C@]12CCC3C(C[C@@H](O)[C@H]4C[C@@H](O)CC[C@]34C)C1CC[C@@H]2O` (stereo partly specified)?
PREPL inhibitor: 4; Efflux pump inh: 0.1

Results for C[C@]12CCC3C(CC[C@H]4C[C@H](O)CC[C@]34C)C1[C@@H](O)[C@@H](O)[C@@H]2O (stereo partly specified) ?
PREPL inhibitor: 10; Efflux pump inh: 0.1

Results for COc1cc(O)cc2c1cc([N+](=O)[O-])c1c(C(=O)O)cc3c(c12)OCO3 ?
PREPL inhibitor: 7; Efflux pump inh: -0.1

How did c1cc2c(cc1C1OCC3C(c4ccc5c(c4)OCO5)OCC13)OCO2 (stereo unspecified) do in these assays?
PREPL inhibitor: 9; Efflux pump inh: -0.1

How did C=CC[C@@H](CC/C=C/C=C/CC/C=C\[C@@H]1CSC([C@@H]2C[C@@H]2C)=N1)OC do in these assays?
PREPL inhibitor: -6; Efflux pump inh: 0.3

What do the screens show for `CC[C@]12CC[C@H](O)CC1=CCC1C2CC[C@]2(C)C(=O)CCC12` (stereo partly specified)?
PREPL inhibitor: 3; Efflux pump inh: 0.3

What do the screens show for `CCN(CC)C(=O)c1ccc(NC(=O)c2ccc3c(c2)NC(=O)CS3)cc1`?
PREPL inhibitor: 4; Efflux pump inh: 0.1

Results for COc1cc2c3c(c1OC)Oc1ccc(cc1)C[C@H]1c4c(cc(OC)c(OC)c4Oc4ccc(cc4)C[C@@H]3N(C)CC2)CCN1C ?
PREPL inhibitor: 32; Efflux pump inh: -0.2

How did C[C@]12CCC3C(CC[C@H]4C[C@H](O)CC[C@]34C)C1CC(=O)[C@@H]2O (stereo partly specified) do in these assays?
PREPL inhibitor: 5; Efflux pump inh: 0.1

How did CC(C)(O)/C=C/C(=O)[C@](C)(O)C1[C@H](O)C[C@@]2(C)C3CC=C4C(C[C@H](O)[C@@H](O)C4(C)C)[C@]3(C)C(=O)C[C@]12C (stereo partly specified) do in these assays?
PREPL inhibitor: 12; Efflux pump inh: -0.3

How did CCN(CC)CCC(=O)O[C@H]1CC[C@]2(C)C3CC[C@@]4(C)C(CC[C@]4(C)O)C3CC[C@H]2C1 (stereo partly specified) do in these assays?
PREPL inhibitor: 10; Efflux pump inh: -0.1

What do the screens show for `C[C@]12CCC3C(CC[C@H]4C[C@@H](O)CC[C@]34C)C1CC[C@@]2(O)C(F)(F)F` (stereo partly specified)?
PREPL inhibitor: -6; Efflux pump inh: 0.0

What do the screens show for `C[C@]12CC[C@@H](O)CC1=CC(=O)C1C2CC[C@]2(C)C(=O)CCC12` (stereo partly specified)?
PREPL inhibitor: 14; Efflux pump inh: 0.0

How did C[C@]12CCC3C(CC[C@H]4C[C@H](O)CC[C@]34C)C1C[C@@H](O)[C@@H]2O (stereo partly specified) do in these assays?
PREPL inhibitor: 17; Efflux pump inh: -0.1

Results for C[C@]12CCC3C(CC[C@H]4C[C@@H](O)CC[C@]34C)C1C[C@@H](O)[C@H]2O (stereo partly specified) ?
PREPL inhibitor: 14; Efflux pump inh: 0.0

Results for CC[C@H](C)[C@@H](C(=O)N1CCCC1c1nccs1)N(C)C(=O)[C@H](CC(C)C)N(C)C(=O)[C@H](Cc1ccc(OC)cc1)N(C)C(=O)/C=C(\C)OC (stereo partly specified) ?
PREPL inhibitor: 11; Efflux pump inh: 0.7

How did c1ccc(C2(N3CCCCC3)CCCCC2)cc1 do in these assays?
PREPL inhibitor: 3; Efflux pump inh: 0.2

What do the screens show for `COC(=O)C1=C(c2ccc(Cl)c(C(F)(F)F)c2)C[C@@H]2CC[C@H]1N2C(=O)N1CCC(O)(c2ccc(Cl)cc2)CC1`?
PREPL inhibitor: 10; Efflux pump inh: 0.1

Results for C[C@]12CCC3C(CC[C@H]4C[C@@H](O)CC[C@]34C)[C@H]1C=CC2=O (stereo partly specified) ?
PREPL inhibitor: 11; Efflux pump inh: 0.3

For convenience, part of the list above:
How did C[C@]12CCC3C(CC[C@H]4C[C@H](O)CC[C@]34C)C1C[C@@H](O)[C@@H]2O (stereo partly specified) do in these assays?
PREPL inhibitor: 17; Efflux pump inh: -0.1

Results for C[C@]12CCC3C(CC[C@H]4C[C@@H](O)CC[C@]34C)C1C[C@@H](O)[C@H]2O (stereo partly specified) ?
PREPL inhibitor: 14; Efflux pump inh: 0.0

Quoted at random: 6 records from the list.
How did C[C@]12CCC3C(CC[C@H]4C[C@H](O)CC[C@]34C)C1C[C@@H](O)[C@@H]2O (stereo partly specified) do in these assays?
PREPL inhibitor: 17; Efflux pump inh: -0.1

Results for C[C@]12CCC3C(CC[C@H]4C[C@@H](O)CC[C@]34C)[C@H]1C=CC2=O (stereo partly specified) ?
PREPL inhibitor: 11; Efflux pump inh: 0.3

What do the screens show for `C[C@]12CC[C@@H](O)CC1=CC(=O)C1C2CC[C@]2(C)C(=O)CCC12` (stereo partly specified)?
PREPL inhibitor: 14; Efflux pump inh: 0.0

What do the screens show for `COC(=O)C1=C(c2ccc(Cl)c(C(F)(F)F)c2)C[C@@H]2CC[C@H]1N2C(=O)N1CCC(O)(c2ccc(Cl)cc2)CC1`?
PREPL inhibitor: 10; Efflux pump inh: 0.1

Results for CC[C@H](C)[C@@H](C(=O)N1CCCC1c1nccs1)N(C)C(=O)[C@H](CC(C)C)N(C)C(=O)[C@H](Cc1ccc(OC)cc1)N(C)C(=O)/C=C(\C)OC (stereo partly specified) ?
PREPL inhibitor: 11; Efflux pump inh: 0.7

Results for C[C@]12CCC3C(CC[C@H]4C[C@@H](O)CC[C@]34C)C1C[C@@H](O)[C@H]2O (stereo partly specified) ?
PREPL inhibitor: 14; Efflux pump inh: 0.0
